N370S GC mod: N370S glucocerebrosidase modulation, Gaucher chaperone candidate. P04062. N370S GC spleen homogenate, 4MU-glucoside fluorescence. Potency, µM (series often up to 59.4 µM), without a hit: at the highest dose activity change, negative = inhibition, hits mostly inhibitors. 0.092% of 330,000 active. AID 2101;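 further: 0% = full enzyme activity and -100% = no enzyme basal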
TDP1 inh: blocks human tyrosyl-DNA phosphodiesterase 1 | Potency, µM (top dose mostly 130 µM), for the others: top-dose activity change, negative = inhibition, actives largely listed as inhibitors | recombinant TDP1, AlphaScreen DNA substrate cleavage | AID 485290 | 0.28% of 350,000 active | Q9NUW8; further: nearly all actives have a fitted effect of over 40% in size
Target sequence (Q9NUW8 whole entry, looked up): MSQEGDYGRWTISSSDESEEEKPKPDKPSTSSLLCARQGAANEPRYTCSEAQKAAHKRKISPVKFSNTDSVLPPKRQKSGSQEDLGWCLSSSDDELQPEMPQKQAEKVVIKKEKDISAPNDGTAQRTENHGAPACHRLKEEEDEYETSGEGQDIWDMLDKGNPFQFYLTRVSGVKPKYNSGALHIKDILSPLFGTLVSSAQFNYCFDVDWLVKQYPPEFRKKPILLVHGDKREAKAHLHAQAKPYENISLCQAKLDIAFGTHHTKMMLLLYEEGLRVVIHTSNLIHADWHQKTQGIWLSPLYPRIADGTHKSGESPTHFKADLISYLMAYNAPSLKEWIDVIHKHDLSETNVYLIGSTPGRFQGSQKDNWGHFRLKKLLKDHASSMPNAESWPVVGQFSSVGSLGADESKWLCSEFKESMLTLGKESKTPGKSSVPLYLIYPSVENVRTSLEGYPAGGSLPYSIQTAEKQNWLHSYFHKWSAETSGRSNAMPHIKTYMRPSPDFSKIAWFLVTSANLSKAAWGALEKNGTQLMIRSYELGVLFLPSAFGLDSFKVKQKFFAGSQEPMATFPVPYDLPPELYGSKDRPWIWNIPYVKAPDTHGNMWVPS
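Enzyme-compound mixtures sat 15 min at room temperature, followed by a 5 min reaction with 15 nM final substrate and 10 min with AlphaScreen beads. Recombinant human Tdp1 was used at 1 nM final.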
FEN1 inhibitor: human FEN1 inhibition; P39748; Recombinant FEN1 flap cleavage, fluorescence, 15 min; Potency, µM (top dose mostly 114 µM), for inactives: at the highest dose activity change, negative = inhibition, actives largely listed as inhibitors; 0.35% of 390,000 active; AID 588795; further: nearly all actives have a fitted effect of over 65% in size
Target sequence (P39748 whole entry, looked up): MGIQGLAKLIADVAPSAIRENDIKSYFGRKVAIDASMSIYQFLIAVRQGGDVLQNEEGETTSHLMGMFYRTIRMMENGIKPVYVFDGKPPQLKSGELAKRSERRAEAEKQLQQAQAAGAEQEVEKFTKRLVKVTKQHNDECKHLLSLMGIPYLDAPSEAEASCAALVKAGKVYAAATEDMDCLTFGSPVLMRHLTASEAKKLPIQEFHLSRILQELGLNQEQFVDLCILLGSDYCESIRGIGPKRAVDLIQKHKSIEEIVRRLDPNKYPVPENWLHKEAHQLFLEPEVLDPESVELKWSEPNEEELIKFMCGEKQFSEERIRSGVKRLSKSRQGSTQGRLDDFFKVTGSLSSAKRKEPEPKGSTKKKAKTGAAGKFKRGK
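FEN1 at 10 nM, compound pretreatment for 15 min (room temperature), 50 nM final substrate to initiate; endpoint reads at 0 and 15 min; DMSO-only plates used as vehicle background.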
An asterisk follows results filed as active; ? = inconclusive; / = not tested or not shown; & = joins results of further samples; [ ] = another dose, or the depositor's remark. The call rests on the fitted dose curve; in most records, active means well fitted curve in the direction sought with a large enough effect; inconclusive means small, poorly fitted or top-dose-only effect, or another doubt; inactive means no such curve, though single readings can be large; an effect the other way counts as inactive or inconclusive. Unless noted, on the % scale 0 is the no-effect control and ±100 the full control effect; potency means the concentration at half of the fitted maximal effect.

N370S GC mod,structure,TDP1 inh,FEN1 inhibitor
?,N#CC1=C(Nc2ccccc2)SC=C(c2ccc(Br)cc2)N=C1N1CCOCC1,1%,-4%
?,CCOC(=O)c1c(NC(=O)CN2CCOCC2)sc2c1CCCC2,2%,-16%
/,CC1(C)O[C@@H]2[C@H](O1)[C@@H](CO)O[C@H]2n1cnc2c(N)ncnc21,0%,-1%
8%,Cc1ccc(Cn2c(SCC(=O)N3CC(=O)Nc4ccccc43)nc3ccccc3c2=O)cc1,3%,-10%
1%,O=C(NC(=S)Nc1ccc(CN2CCCCC2)cc1)c1cccc(OCc2ccccc2)c1,5%,-5%
0%,N/C(=N\OC(=O)c1cccc2ccccc12)c1cccc([N+](=O)[O-])c1,2%,-19%
22%,Clc1ccc(N=c2ssnc2Cl)nc1,3%,?
/,Cc1ccccc1C(=O)N(Cc1nc(-c2ccc(Cl)cc2)no1)C(C)C,0%,-19%
4%,CCN1c2cccc3cccc(c23)S1(=O)=O,0%,3%
?,Cc1cccc(N=C2Sc3nc4c(C)c(C)ccc4cc3CN2CCN2CCOCC2)c1,5%,2%
3%,CSCCC(NS(=O)(=O)c1ccc(Cl)cc1)C(=O)O (stereo not given),1%,-6%
-8%,NNC(=O)C1CC1(c1ccccc1)c1ccccc1 (stereo not given),6%,-1%
-2%,CCOC(=O)N1CCN(CCC(=O)Nc2cc(C)ccc2OC)CC1,4%,-1%
-2%,O=C(c1ccccc1-n1cccn1)N1CCc2c([nH]c3ccccc23)C1c1ccccn1 (stereo not given),/,-9%
-10%,CN(CC(=O)Nc1ccc(F)c(F)c1F)C(=O)CC1OC(=O)c2ccccc21 (stereo not given),0%,3%
-17%,CCOc1ccc(-c2nc(N)nc(C)c2-c2ccc(Cl)cc2)c(O)c1,/,-27%
-6%,COc1ccc(NS(=O)(=O)c2ccc(C)c(C(=O)NCc3cccnc3)c2)cc1,0%,-1%
30%,COc1ccc(C([O-])=Nc2ccc[n+](-c3nc4ccccc4nc3NS(=O)(=O)c3ccccc3)c2)cc1,7%,/
-6%,O=C(C1CCN(Cc2ccccc2)CC1)N1CCN(C/C=C/c2ccccc2)CC1,-4%,11%
0%,COc1ccc(CN(C(=O)c2snc(C(N)=O)c2N)C(C)C(=O)NCc2ccc(F)cc2)cc1 (stereo not given),0%,13%
-17%,CCC(C)[C@H](NC(=O)N1CC(=O)Nc2ccccc21)C(=O)N[C@H](C(=O)O)c1ccccc1 (stereo not given in full),5%,1%
/,CCCCOc1ccc(C(=O)NCC(=O)NCC(c2cccs2)N2CCOCC2)cc1 (stereo not given),2%,0%
-1%,CCc1nnc(NC(=O)CCC(=O)NC2CC2)s1,2%,21%
-6%,C/C(=N\N1CCN(c2ccccc2)CC1)c1cccs1,/,2%
1%,COc1ccc(C(CC(=O)Nc2cc(OC)cc(OC)c2)n2cccc2)cc1 (stereo not given),9%,-10%
-8%,O=C(c1sc2ccccc2c1Cl)N1CCN(CCc2ccccn2)CC1,/,23%
/,Cc1ccc(NC(=O)c2cc(S(=O)(=O)N3CCC4(CC3)OCCO4)ccc2F)cc1Cl,8%,-18%
2%,CCOc1ccccc1C(=O)NC1CCN(Cc2ccccc2)CC1,/,6%
/,COc1ccc(CNC(=O)CSc2ncc(S(=O)(=O)c3ccc(C)c(Cl)c3)c(=O)[nH]2)cc1,1%,6%
-1%,CCOC(=O)C1OC1C(=O)NC(CC(C)C)C(=O)NCCC(C)C (stereo not given),6%,/

Among those listed so far, these contain a COOH group:
N370S GC mod,structure,TDP1 inh,FEN1 inhibitor
3%,CSCCC(NS(=O)(=O)c1ccc(Cl)cc1)C(=O)O (stereo not given),1%,-6%
-17%,CCC(C)[C@H](NC(=O)N1CC(=O)Nc2ccccc21)C(=O)N[C@H](C(=O)O)c1ccccc1 (stereo not given in full),5%,1%

3 compounds already listed, arranged by the number in N370S GC mod, smallest number first.
N370S GC mod,structure,TDP1 inh,FEN1 inhibitor
-6%,COc1ccc(NS(=O)(=O)c2ccc(C)c(C(=O)NCc3cccnc3)c2)cc1,0%,-1%
-2%,CCOC(=O)N1CCN(CCC(=O)Nc2cc(C)ccc2OC)CC1,4%,-1%
0%,N/C(=N\OC(=O)c1cccc2ccccc12)c1cccc([N+](=O)[O-])c1,2%,-19%

The listing continues.
N370S GC mod,structure,TDP1 inh,FEN1 inhibitor
?,CC(=O)c1c(C)[nH]c(C(=O)COC(=O)CCSc2ccccc2)c1C,-3%,9%
3%,CCCCCC1CC(CC#CCN2CCOCC2)C(=O)O1 (stereo not given),/,0%
-4%,CCc1ccc(S(=O)(=O)N2CCN(C(=O)c3cccnc3)CC2)cc1,/,1%
-20%,CCOC(=O)c1[nH]nc(C(=O)c2ccc(Br)cc2)c1O,3%,5%
1%,Cc1cccc(N2CCN(CCCNC(=O)C3CCCN(c4ncnc5c4nc4n5CCCCC4)C3)CC2C)c1 (stereo not given),5%,-1%
-4%,O=C(NCCc1c[nH]c2ccccc12)C1Cc2ccccc2CN1C(=O)c1ccco1 (stereo not given),10%,-7%
2%,CN1N=C(C(F)(F)F)CC1=O,0%,3%
-3%,CCc1ccc(C(=O)NNC(=O)CCN2CCN(Cc3ccccc3)CC2)cc1,2%,-3%
-6%,O=C(CCn1nnc(-c2cccs2)n1)NCc1ccccc1Cl,4%,-1%
16%,CN(C)S(=O)(=O)N1CCN(c2ccccc2Cl)CC1,2%,-13%
8%,Cc1nnc(C)n1N1C(=O)c2cccc3cccc(c23)C1=O,3%,2%
6%,CCn1c(Cc2ccccc2)nnc1SCC(=O)Nc1nc(C)c(C)s1,12%,-5%
-14%,CN(Cc1ccon1)C(=O)CC1C(=O)NCCN1CC1CCCCC1 (stereo not given),5%,-9%
-2%,O=C(NCc1cccnc1)C(=O)Nc1ccc([N+](=O)[O-])cc1,2%,14%
-2%,Cc1ccc(C)c(NC(=O)CN2C(=O)COc3ccc(S(=O)(=O)N4CCCC4)cc32)c1,2%,23%
4%,CCC(NC(=O)CCc1nnc(-c2cc(C)on2)o1)C12CC3CC(CC(C3)C1)C2 (stereo not given),6%,12%
2%,CC(=O)NNC(=O)c1csc(-c2csc(C)n2)n1,7%,12%
-9%,CCCCCCCCc1nc(=S)[nH][nH]1,8%,2%
9%,COc1ccc(CCNC(=O)COC(=O)Cc2cccc3ccccc23)cc1,1%&-3%,-14%&4%
-18%,COCCN(CCOC)Cc1c(C)[nH]c2c(C)c(C)ccc2c1=O,-4%,15%
/,COc1cc(OC)c(NC(=O)NCCn2nnc3cc(S(=O)(=O)N(C)C)ccc32)cc1Cl,6%,-1%
4%,CCOC(=O)C1CCN(C(=O)CCNC(=O)Cn2ccc3ccccc3c2=O)CC1,3%,4%
/,COc1ccc2c(c1)OC[C@H]1[C@H]2N2C(=O)CN(C)C(=O)[C@@]2(C)[C@H]1c1ccccc1,-13%,3%
-25%,Cc1cc(C)c(CN2CCC(n3nccc3NC(=O)CCOc3ccccc3)CC2)cc1C,8%,?
-7%,CCOC(=O)N1CCN(C(=O)c2ccc(N(Cc3ccc(Cl)cc3)S(C)(=O)=O)cc2)CC1,/,-17%
/,Cn1c(=O)c2c(SCC(=O)N3CCc4ccccc43)nc(-c3cccc(F)c3)nc2n(C)c1=O,0%,1%
-1%,CCOc1ccc(N(C(=O)c2ccc3c(c2)OCO3)C2C=CS(=O)(=O)C2)cc1 (stereo not given),7%,1%
-10%,CC(=O)Nc1ccc(S(=O)(=O)Oc2ccc(/C=C3\SC(N)=NC3=O)cc2)cc1,5%,1%
-3%,CCC1CCCCN1CCCNC(=O)c1cn(C)c2ccc(S(=O)(=O)N(C)C3CCCCC3)cc2c1=O (stereo not given),2%&-2%,-13%&15%
?,N=c1c(S(=O)(=O)c2ccc(Cl)cc2)cc2c(=O)n3ccccc3nc2n1Cc1ccco1,/,1%

Single records (already shown).
Shown for `Clc1ccc(N=c2ssnc2Cl)nc1` → N370S GC mod = 22%; TDP1 inh = 3%; FEN1 inhibitor = ?
Shown for `CCOC(=O)c1c(NC(=O)CN2CCOCC2)sc2c1CCCC2` → N370S GC mod = ?; TDP1 inh = 2%; FEN1 inhibitor = -16%

(next part)
N370S GC mod,structure,TDP1 inh,FEN1 inhibitor
-1%,CCn1cc(C(=O)N[C@@H](CCSC)C(=O)NCCO)c(=O)c2cc3c(cc21)OCO3,/,25%
/,Cc1ccc([C@@H]2CC=C(C(=O)O)[C@H](c3ccc(F)cc3)N2S(=O)(=O)c2ccccc2C)cc1,0%,0%
-2%,Cc1cccc2sc(N(CCCN(C)C)C(=O)CCS(=O)(=O)c3ccccc3)nc12,5%,-1%
5%,O=C(NCC1COc2ccccc2O1)c1ccc(Cl)cc1 (stereo not given),3%,-1%
-8%,CCOc1ccc(CCNC(=O)Nc2ccccc2)cc1OCC,/,-12%
3%,Cc1cc(C)c(S(=O)(=O)Cc2ccccc2)c(OC(C)C)n1,/,-3%
-6%,CN(C)c1cccc(C(=O)N(C)C2CCCN(Cc3ccccc3F)C2)c1 (stereo not given),0%,8%
11%,Cc1c(C(=O)Nc2ccc3c(c2)OCCO3)sc2nc(-c3ccccc3)cn12,3%,2%
-10%,O=C(COc1ccccc1)Nc1nnc(-c2ccccc2)o1,5%,-8%
/,Cc1cccc(-c2nc(CCNC(=O)c3ccco3)cs2)c1,-1%,-11%
-1%,COC(=O)c1ccc(OC(=O)CCN2C(=O)C3CCCCC3C2=O)cc1 (stereo not given),0%,16%
-4%,O=C(NCCc1ccccc1)C(=O)NCC1CCCN1S(=O)(=O)c1ccccc1 (stereo not given),/,-2%
-7%,C=CCn1nnnc1SCC(=O)Nc1cccc(C(F)(F)F)c1,0%,1%
2%,O=C(NCCN1CCOCC1)C1CC(=O)N(c2ccc(F)c(Cl)c2)C1 (stereo not given),3%,3%
-14%,CCn1c(COc2cccc(C)c2)nnc1SCC(=O)Nc1cccc(C(=O)O)c1,1%,-4%
-3%,Cc1csc(SCC(=O)Nc2nccs2)n1,/,-3%
18%,COc1ccc(NC(=O)N2CCCc3cc(C)ccc32)c(OC)c1,6%[56.1 µM],-10%
-13%,Cc1ccc(/C=N/NC(=O)c2cc(-c3ccc(C)o3)[nH]n2)cc1,/,-3%
-6%,O=C(Nn1cnnc1)c1cc(Cl)cc(Cl)c1,/,-1%
-14%,Cc1cc(C)c(S(=O)(=O)N2CCOC2CNC(=O)C(=O)NCCN2CCOCC2)c(C)c1 (stereo not given),1%,-3%
7%,O=C(CSc1n[nH]c(-c2ccccc2)n1)Nc1ccc(N2CCOCC2)cc1,-10%,-15%
1%,Cc1ccc(-c2csc(NC(=O)CN3CCOCC3)n2)cc1C,/,-5%
-7%,C=CCn1cnc2c(c1=O)c1nc3ccccc3nc1n2/N=C/c1cc(OC)c(OC)c(OC)c1,-2%,-5%
-18%,COCC1CCN(C(=O)C2CCC(=O)N(Cc3cccc(C(F)(F)F)c3)C2)CC1 (stereo not given),/,-12%
9%,Cc1cccc(/C(N)=N/OC(=O)CCCN2C(=O)c3ccccc3C2=O)c1,1%,-5%
/,CCc1ccc(C(=O)CSc2nnc(C3CC3)n2C2CC2)cc1,-5%[56.1 µM],4%
4%,CCOC(=O)c1nnn(-c2nonc2N)c1CNc1ccccc1,-3%,-8%
2%,CCOC(=O)c1c(C)nc2cc(C)cc(C)n12,0%,-15%
-8%,CN(Cc1c(C(=O)N/N=C/c2cccc(O)c2)nnn1-c1nonc1N)c1ccccc1,2%,-3%
-7%,CC(=O)Nc1sc(NC(=O)c2ccco2)nc1-c1cccs1,/,-1%
/,CCOc1ccc(CCNC(c2nnc(-c3ccccc3)o2)c2ccccc2Cl)cc1OCC (stereo not given),0%,-5%
-2%,Cc1ccc(Sc2ncnc(N)c2[N+](=O)[O-])cc1,-5%,-2%

Copied from the results shown, three compounds:
N370S GC mod,structure,TDP1 inh,FEN1 inhibitor
?,N#CC1=C(Nc2ccccc2)SC=C(c2ccc(Br)cc2)N=C1N1CCOCC1,1%,-4%
?,CCOC(=O)c1c(NC(=O)CN2CCOCC2)sc2c1CCCC2,2%,-16%
/,CC1(C)O[C@@H]2[C@H](O1)[C@@H](CO)O[C@H]2n1cnc2c(N)ncnc21,0%,-1%

Screening data deposited in PubChem BioAssay by National Center for Advancing Translational Sciences (NCATS).
